# Compound activity as filed in PubChem BioAssay.
# WT yeast gro inh – growth inhibition of WT yeast, mitochondrial fusion screen; inhibition, % at 10 µM; mitochondrial fusion phenotypic screen, WT strain; 2.1% of 190,000 active; AID 1362; in the data active = inhibition above about 58%; tested in S. cerevisiae
# Insulin prom up – MIN6 insulin promoter up-regulation; MIN6 insulin promoter-GFP reporter, high-content imaging; active compounds read high; z-score at 5 µM; 0.3% of 190,000 active; AID 1625;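 active = z-score above 3 at 5 µM with at least 500 cells counted in the well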
# Yfh1-off respiration – enhancers of respiration in Yfh1-depleted yeast, dose response, Friedreich's ataxia, plus single-dose screen (AID 1465) | 0.074% of 220,000 active | S. cerevisiae Yfh1-off respiration, WST-1 reduction, 72 h; higher fold induction means a stronger effect | fold induction at 50 µM, or EC50 in µM where a hit was titrated;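 active = fold induction of absorbance versus untreated yeast above a set limit, then at least 30% activation at any dose in follow-up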;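 note: activators that raise dye reduction in frataxin-depleted yeast; strong numbers were not always called active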
# b-catenin transl – modulators of beta-catenin nuclear translocation. HeLa beta-catenin nuclear translocation, immunofluorescence imaging. nuclear translocation activity, % at 5 µM. 0.3% of 190,000 active;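 active = nuclear translocation activity above 50% at 5 µM, with a well cell count of 50 or more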;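 note: per-cell ratio of nuclear to cytoplasmic median beta-catenin stain intensity; plate controls were DMSO negative control for no effect and GSK-3 inhibitor IX positive control for full effect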
#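 Test system: human HeLa cell line; Doses: 5 µM primary, 0.02–20 µM confirmation; Incubation: 24 h compound exposure, 37°C; Detection: beta-catenin immunofluorescence imaging with DAPI; Read-out: beta-catenin nuclear/cytoplasmic ratio, % activation.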
# Autophagy HCS – autophagy modulation, high-content screen; MEF GFP-LC3 puncta imaging; test concentration mostly 10 µM; calls only at 10 µM (by protocol); AID 463193; 0.98% of 190,000 active;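 active = percentage of spot-positive cells more than 3 SD above its plate mean, without a fluorescence outlier flag or 80% toxicity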;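 note: spot-positive cell cutoff set from DMSO-treated cells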
# Dynein cargo inh – blocks dynein driven cargo transport along microtubules | 3617.4 mouse cells, GR-EGFP nuclear translocation imaging; test concentration mostly 20 µM; stimulated with dexamethasone, 1 µM; active compounds read low | z-score, hits read low | 0.47% of 220,000 active;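 active = plate z-score of nuclear minus cytoplasmic receptor signal below a set negative limit, without overly bright fluorescence or cell loss, cut at about -3.5 in these data, passing the limit was not always enough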;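 note: z-score of nuclear minus cytoplasmic ring GR-EGFP intensity difference per well; some compounds called inactive have numbers as strong as hits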
#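 Buffer or medium: tetracycline-free induction medium containing charcoal-stripped FBS / Reagent: dexamethasone agonist, 1.0 µM final, for 30 min / Technique: automated 10x imaging of fixed Hoechst-stained cells / Times: induction 48 h, compound 1 h, agonist 30 min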
# Lipid droplet – hepatic lipid droplet formation modulation | AML12 mouse hepatocytes, oleate lipid droplets, BODIPY imaging | inhibition, % at 6.5 µM | 0.4% of 240,000 active | AID 1656;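 active = lipid droplet intensity inhibited by at least 50%, with more than 500 cells counted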
#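 Test system: AML12 hepatocytes (mouse); reagent: oleate loading, 100 µM; dosing: one dose, 6.5 µM compound; incubation: overnight exposure; signal: fluorescence imaging, 20x objective, two fields per well; read-out basis: % inhibition of corrected integrated BODIPY droplet signal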
# NOD2 inhibition – inhibition of NOD2-driven NF-kB reporter – cell-based, luminescence, uHTS, HEK293 (AID 1566); 0.63% of 290,000 active; HEK293 NOD2/NF-kB luciferase reporter, luminescence; higher % means a stronger effect; inhibition, % at 4 µM, or EC50 in µM where a hit was titrated; in the data active = inhibition above about 50%; note: many of its hits are not listed in these tables
# MT stabilizer – stabilizes microtubules in HeLa cells | HeLa tubulin immunostaining HCS, 24 h; share of cells brighter than vehicle mean+2SD | % tubulin-high responders, % at 10 µM | 0.83% of 200,000 active | AID 2205;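 active = plate Z-score above 3 for both tubulin-high and condensed-nucleus cell shares, with cell loss under 80%, at 10 µM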;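 note: anti alpha tubulin signal scored within the nucleus-defined area of each cell; some results filed as inactive read as strong as hits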
# WT yeast gro inh mutant strain – further read-out of WT yeast gro inh, marked with its call; inhibition, %; mitochondrial fusion phenotypic screen, mutant strain inhibition
# Dynein cargo inh cytoplasmic EGFP – further read-out of Dynein cargo inh, marked with its call; z-score; measured here: cytoplasmic GR-EGFP intensity; active compounds read high
# Dynein cargo inh nuclear GR-EGFP – recorded beside Dynein cargo inh, whose call it bears; z-score; measured here: nuclear GR-EGFP intensity;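 lower value marks the stronger effect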
# Dynein cargo inh cell count – second read-out of Dynein cargo inh, no call of its own (marks repeat the call); z-score; measured here: cell count per field
# Insulin prom up cell count – recorded beside Insulin prom up, whose call it bears; cell count; measured here: cytotoxicity, nuclei count;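 total cells summed across four imaged fields per well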
# Lipid droplet cells 6.5 µM – recorded beside Lipid droplet, whose call it bears; cell count; measured here: cell count, cytotoxicity flag;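 cells counted across two imaged fields per well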
# b-catenin transl cell count 5 µM – recorded beside b-catenin transl, whose call it bears; cell count; measured here: cell count, cytotoxicity flag
# MT stabilizer Hoechst-high % – further read-out of MT stabilizer, marked with its call; % Hoechst-high responders; measured here: nuclear condensation Hoechst responders;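 share of cells brighter than vehicle mean plus two SD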
# MT stabilizer cytotoxicity % – second read-out of MT stabilizer, no call of its own (marks repeat the call); toxicity, %; measured here: cytotoxicity by cell density;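 0% = mean cell density of plate MIN control wells and 100% = no cells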
# Autophagy HCS cell loss 18 h – second read-out of Autophagy HCS, no call of its own (marks repeat the call); toxicity, %; measured here: cell loss, nuclei count;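 cell loss after 18 h compound exposure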
# An asterisk follows results filed as active; i = inactive; · = no result given.
Structure,WT yeast gro inh mutant strain,Dynein cargo inh,b-catenin transl,NOD2 inhibition,MT stabilizer,MT stabilizer Hoechst-high %,b-catenin transl cell count 5 µM,Insulin prom up,Lipid droplet,Dynein cargo inh cytoplasmic EGFP,Autophagy HCS,Lipid droplet cells 6.5 µM,Yfh1-off respiration,WT yeast gro inh,Dynein cargo inh cell count,MT stabilizer cytotoxicity %,Dynein cargo inh nuclear GR-EGFP,Insulin prom up cell count,Autophagy HCS cell loss 18 h
CCCCc1nccn1CCn1ccnc1CCCC,3,-1.5,-0.6,-11%,2.5,2.0,1042,0.12,-11,-0.27,i,697,i,10,0.98,6.4,-0.54,1156,4
Cc1ccc(/C=N/NC(=O)c2ccc3c(c2)OCCO3)s1,·,1.2,66*,9%,·,·,179*,0.71,1,-0.19,·,674,i,·,-0.95,·,0.45,1100,·
CCCCC1=CC2=C(c3ccco3)C(=O)C(C)(OC(=O)c3ccc(OC)cc3)C(=O)C2=CN1CC1CC1 (stereo not drawn),·,-0.72,0.3,31%,·,·,1160,-2.2,-13,-0.62,·,762,i,·,-0.24,·,-0.27,872,·
Cc1cccc(Nc2nc(N)c(C#N)c(CC#N)c2C#N)c1,-9,1.1,-0.1,0%,3.9,0.6,615,0.05,14,-0.27,i,736,i,-4,-0.29,8.4,0.18,1387,2
O=C(COC(=O)c1ccc(Cl)nc1)NCc1ccc2c(c1)OCO2,-1,-0.37,-0.9,-6%,4.1,3.0,1031,0.21,22,-0.15,i,693,i,-9,0.27,5.8,-0.31,1531,-6
CCC(=O)N1C(Cc2ccccc2)COC1(C)C (stereo not drawn),-17,-0.65,·,8%,2.4,2.6,·,-0.06,-8,-0.3,i,731,i,-9,1,7.9,-0.69,1224,-2
COC(=O)c1cc(OC)c(OC)cc1NC(=O)C(C)Sc1ccc(C)cc1 (stereo not drawn),9,-0.33,1.1,6%,3.5,0.8,1028,-0.52,4,-0.15,i,689,i,13,-0.4,7.0,-0.33,1688,-33
Cc1ccc2nc3c(nc2c1)-c1ccccc1C3=O,43,-1.1,0.1,-44%,2.0,0.8,1051,-0.05,-12,-0.33,i,764,i,39,0.62,6.9,-0.26,911,-7

# Arranged by value in WT yeast gro inh mutant strain (largest number first): 3 of the compounds above.
structure,WT yeast gro inh mutant strain
Cc1ccc2nc3c(nc2c1)-c1ccccc1C3=O,43
CCCCc1nccn1CCn1ccnc1CCCC,3
CCC(=O)N1C(Cc2ccccc2)COC1(C)C (stereo not drawn),-17

# (further entries)
Structure,WT yeast gro inh mutant strain,Dynein cargo inh,b-catenin transl,NOD2 inhibition,MT stabilizer,MT stabilizer Hoechst-high %,b-catenin transl cell count 5 µM,Insulin prom up,Lipid droplet,Dynein cargo inh cytoplasmic EGFP,Autophagy HCS,Lipid droplet cells 6.5 µM,Yfh1-off respiration,WT yeast gro inh,Dynein cargo inh cell count,MT stabilizer cytotoxicity %,Dynein cargo inh nuclear GR-EGFP,Insulin prom up cell count,Autophagy HCS cell loss 18 h
CCOC(=O)C1(CC)NC(c2cccc(F)c2)C2C(=O)N(CC)C(=O)C21 (stereo not drawn),-8,0.27,0.1,4%,3.2,3.2,555,·,-11,-0.19,i,710,i,-2,0.56,22,0.51,·,0
Cc1cccc(/C(N)=N/OC(=O)CCC2CCCCC2)c1,-5,-0.44,-3.0,-25%,2.9,2.2,1069,-0.09,14,0.052,i,644,i,16,0.95,3.9,-0.6,1308,-6
Cc1ccc2c(c1)C(O)(CC(=O)c1ccc(C)s1)C(=O)N2 (stereo not drawn),-18,-1.1,1.2,15%,2.4,2.9,1458,·,6,-0.18,i,689,i,-11,0.43,7.6,-0.91,·,-1
COc1ccc(/C=C/c2c([N+](=O)[O-])c(=O)n(C)c(=O)n2C)cc1O,3,-2.1,3.1,-3%,3.4,2.7,1170,-0.7,5,-0.15,i,769,i,19,3,11,-1.3,831,6
O=C1NN=C(c2ccc(Cl)cc2)CC1c1cccc(Br)c1 (stereo not drawn),58*,0.021,-1.6,-3%,3.7,2.0,1058,-0.17,-28,-0.18,i,637,i,77*,-0.68,9.0,0.019,1262,-3
c1ccc(N2CCN(Cc3cnc(N4CCOCC4)s3)CC2)cc1,9,0.96,-0.3,4%,4.8,2.8,1077,0.05,8,-0.3,i,695,i,-15,-0.31,4.9,0.69,1249,1
Cc1c(C(=O)OCC(=O)N2CC(=O)Nc3ccccc32)oc2ccccc12,-2,0.36,-6.0,5%,1.6,2.1,1301,0.4,-3,-0.0069,i,782,i,-7,-0.16,5.8,0.6,929,-2
COc1ccc(C2C(C(=O)c3ccccc3)=C(C)Nc3nc4ccccc4n32)cc1OC (stereo not drawn),-5,-1.2,-2.3,8%,4.7,2.6,507,0.96,0,-0.21,i,768,·,-10,0.14,7.4,0.24,1181,2
Cc1ccc(-n2c(C)cc(C=C(C#N)C#N)c2C)cc1,3,-0.65,-2.9,-4%,3.2,1.8,950,-0.92,·,-0.19,i,·,i,0,0.51,6.7,0.12,1295,12
CCOc1ccc(-n2c(Cc3cc(=O)[nH]c(=O)[nH]3)nnc2SCC(=O)OC)cc1,1,0.77,·,11%,3.4,2.1,·,1.1,·,0.95,i,·,i,10,-0.57,11,0.79,975,12
O=C(Nc1ccncc1)c1cc(-c2ccccn2)nc2ccc(Br)cc12,0,-0.33,0.9,-7%,7.8,3.2,1503,-0.48,·,-0.14,i,·,i,-7,0.11,1.1,0.42,1573,20
CCOC(=O)C1(Cc2ccccc2Cl)CCN(C(=O)CN2CCOC2=O)CC1,12,-0.23,0.3,-118%,7.2,2.5,960,1.1,7,-0.22,i,730,i,4,0.47,3.8,-0.15,1425,-28
CCOC(=O)C1CCCCN1Cc1cc(OC)ccc1OC (stereo not drawn),10,0.31,-0.7,19%,3.1,2.6,979,0.23,-12,0.11,i,722,i,6,0.073,3.2,0.029,844,-37
Cc1ccc(N(Cc2cc(=O)[nH]c3ccccc23)C(=O)c2ccco2)cc1,-13,1.4,-2.5,-11%,6.3,3.4,1233,0.68,2,-0.11,i,713,i,-5,-1.4,7.5,1,1236,-13
CCSc1nc2ccc(N3C(=O)C4C5C=CC(C5)C4C3=O)cc2s1 (stereo not drawn),-13,-0.12,-1.2,-4%,2.8,3.4,1148,-0.33,5,-0.19,i,684,i,-16,0.7,9.5,-0.017,1518,-5
CC1(C)CC(=O)c2c(n(-c3cccc4ccccc34)ccc2=O)C1,-18,0.18,-8.4,8%,1.4,1.3,1157,·,8,-0.089,i,781,i,-28,-0.35,11,0.42,·,5
CCn1c(SCC(=O)Nc2cccc(NC(C)=O)c2)nnc1C(C)C,-45,-0.83,·,-10%,2.9,2.3,·,0.51,7,-0.28,i,770,i,-8,0.61,9.9,-0.45,1146,-6
COc1ccc2nc3sc(C(=O)N4CCN(C)CC4)cc3cc2c1,2,-1.1,0.9,8%,3.1,2.4,992,0.86,-4,-0.15,i,840,·,8,0.92,3.9,-0.38,1286,-6
CC1=NN(C(=O)c2cccc(Cn3nc(C)c([N+](=O)[O-])c3C)c2)C(O)(C(F)(F)F)C1 (stereo not drawn),-6,-0.76,-5.5,7%,1.1,1.1,1168,0.74,-8,0.4,i,747,i,-6,0.11,3.7,0.04,949,-15
C(=N\N1CCN(C2c3ccccc3-c3ccccc32)CC1)/c1ccccn1,46*,-0.44,-0.3,0%,0.8,0.9,1245,-0.65,·,-0.1,i,·,i,67*,0.41,7.9,-0.42,1387,-1
COc1cccc(-c2nnc(N(C)C(=O)c3ccno3)s2)c1,3,0.7,-1.3,-10%,4.3,1.3,923,·,·,-0.32,i,·,i,18,-0.025,1.9,0.15,·,11
Cn1cc(Br)c(C(=O)NNC(=O)c2cccc(Br)c2)n1,13,-0.059,·,-2%,1.3,2.4,·,·,·,-0.2,i,·,·,32,0.45,5.6,-0.32,·,31
CCN(CC)c1ccc(C2C3CCCCC3(O)CCN2CC(=O)Nc2ccccc2)cc1 (stereo not drawn),-32,-0.19,-1.9,-43%,2.2,2.1,1173,1.1,-20,-0.28,i,702,i,-43,0.48,9.9,0.047,775,-3
CCS(=O)(=O)Nc1cc(C(=O)O)ccc1C,-6,-0.57,-1.6,12%,2.5,2.5,1062,-0.62,20,-0.24,i,725,i,-9,1,4.2,-0.29,1455,-27
COc1ccc(C(=O)C[N+]2(C)CCOCC2)cc1,2,-0.78,·,7%,1.7,1.5,·,0.9,4,-0.38,i,815,i,-8,0.55,5.5,-0.14,944,-5
Cc1ccc2cccc(SCC(=O)N3CCOCC3)c2n1,-10,-0.4,-1.0,14%,2.8,0.8,976,0.56,-5,-0.18,i,747,i,0,0.032,7.4,0.067,1223,-6
COc1ccc(CNc2nc3ccccc3n2C)c(OC)c1,3,-0.4,-0.6,-136%,1.2,1.6,900,1.2,0,-0.12,i,629,i,-2,1.3,3.2,0.0094,1534,-5

# Not all compounds are listed; rates above refer to the full screens.
